Screening results as filed in PubChem BioAssay.
RBX1-CUL1 inh – inhibitors of human ROC1-CUL1 ubiquitin ligase activity. P62877+Q13616. in vitro K48 di-Ub FRET, acceptor:donor ratio, 45 min. inhibition, % at 10 µM. actives 0.6% (n = 140,000). AID 1347404; in the data active = inhibition above about 25%
Target sequence (P62877 whole entry, looked up): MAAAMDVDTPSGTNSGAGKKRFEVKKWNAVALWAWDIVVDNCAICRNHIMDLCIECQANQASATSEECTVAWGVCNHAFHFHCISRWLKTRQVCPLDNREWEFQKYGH
Target sequence (Q13616 whole entry, looked up): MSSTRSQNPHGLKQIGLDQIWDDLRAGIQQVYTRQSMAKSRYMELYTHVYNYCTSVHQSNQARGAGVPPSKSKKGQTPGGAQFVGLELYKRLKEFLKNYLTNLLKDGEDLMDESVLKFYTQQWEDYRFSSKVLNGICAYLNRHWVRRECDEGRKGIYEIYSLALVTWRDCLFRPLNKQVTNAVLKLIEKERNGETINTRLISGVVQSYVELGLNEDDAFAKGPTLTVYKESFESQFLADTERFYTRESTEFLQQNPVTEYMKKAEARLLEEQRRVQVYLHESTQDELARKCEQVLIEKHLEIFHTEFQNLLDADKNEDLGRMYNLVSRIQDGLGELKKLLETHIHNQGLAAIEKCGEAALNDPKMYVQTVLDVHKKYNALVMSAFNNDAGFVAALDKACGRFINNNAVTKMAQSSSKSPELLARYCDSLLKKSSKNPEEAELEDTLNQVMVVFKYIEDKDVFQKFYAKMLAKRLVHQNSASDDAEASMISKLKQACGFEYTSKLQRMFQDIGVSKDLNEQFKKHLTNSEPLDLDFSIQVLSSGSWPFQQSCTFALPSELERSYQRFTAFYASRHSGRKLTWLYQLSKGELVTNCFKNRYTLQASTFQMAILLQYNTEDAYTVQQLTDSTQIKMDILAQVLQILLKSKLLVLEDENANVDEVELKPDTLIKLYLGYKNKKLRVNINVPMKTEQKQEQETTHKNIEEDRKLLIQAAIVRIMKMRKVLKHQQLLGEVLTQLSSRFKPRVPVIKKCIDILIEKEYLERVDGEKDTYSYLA
The depositor's hits bear a star. This is a subset; count on the stated rates, not on these rows.

RBX1-CUL1 inh	SMILES
-2	NS(=O)(=O)c1ccc(CNC(=O)/C=C/c2ccc3c(c2)OCO3)cc1
1	CN1CCN(C(=O)c2ccccc2Sc2ccccc2CO)CC1
4	N#Cc1ccccc1NC(=O)CC1SC(N)=NC1=O (stereo not drawn)
2	CCOc1ccc(C(=O)CCC(=O)Nc2ccc(C)c(Cl)c2)cc1
-9	Cc1cc(C)n(S(=O)(=O)c2ccc(F)c(F)c2)n1
-6	CCN(C(=O)Cn1c(C(=O)OC)cc2sccc21)c1cccc(C)c1
3	COc1cc(OC)c(NC(=O)Cn2cnc3c(nc4n3CCCCC4)c2=O)cc1Cl
7	CO[C@H]1[C@H](NC(=O)Cc2cccs2)c2ccccc2C12CCN(Cc1ccccc1O)CC2
7	Cc1cc(C)cc(-n2c(C)cn3c4c(=O)n(C)c(=O)n(C)c4nc23)c1
8	c1ccc2c(c1)CC(NCc1ccc3c(c1)OCCO3)CO2 (stereo not drawn)
3	CCOC(=O)C1OC2c3ccccc3CCN2N1c1ccccc1 (stereo not drawn)
5	O=C(/C=C/c1ccc(Br)cc1)N1CCN(c2ncccn2)CC1
5	COc1ccc(F)cc1S(=O)(=O)NC1CCCCCC1
-15	CCC(C)C(=O)Nc1ccccc1C (stereo not drawn)
2	CC(C)c1ccc(C2C(C)C(NCc3ccccc3Br)NS2(=O)=O)cc1 (stereo not drawn)
3	Oc1c(Cl)cc(Cl)cc1-c1ccno1
8	COCCNc1oc(-c2ccc(COc3ccc(OC)cc3)o2)nc1C#N
5	CCOC(=O)c1cc(-c2ccccc2)sc1N=CN(C)C
-4	Cc1ccccc1OCC(=O)Nc1ccc(C(=O)OCc2cc(=O)n3ccsc3n2)cc1
5	O[C@@H]1c2cccc3cccc(c23)[C@H]1O
-6	CCN1C(=O)C(Cc2cc(C)n(-c3ccc4c(c3)OCO4)c2C)=NC1=S
-8	Cc1cc(F)ccc1NC(=O)CCS(=O)(=O)c1cc2c(cc1C)NC(=O)CO2
5	CNC(=O)c1ccc(OCCOc2ccccc2)cc1
3	COc1ccc(-c2noc(-c3cc(C(C)C)[nH]n3)n2)cc1
11	CCCCC1COC(c2cccs2)OC1 (stereo not drawn)
4	COc1ccc(C2CC(C(F)(F)F)n3nc(C(=O)N(C)Cc4c(C)nn(C)c4C)cc3N2)cc1OC (stereo not drawn)
4	COc1ccc(-c2cc(-c3ccc(C)cc3)nc3sc(C(=O)Nc4cccc(C(F)(F)F)c4)c(N)c23)cc1
-4	CCOC(=O)c1c(C)n(CCOc2c(C)cc(C)cc2C)c2c1cc(O)c1ccccc12
-7	CC(=O)Nc1ccc(-c2cn3cccc(C)c3n2)cc1
-2	N#CCC1=NNC2(O1)C(=O)Nc1ccccc12 (stereo not drawn)
-17	COc1ccc(-n2nc3ccc(NC(=O)c4c(OC)cccc4OC)cc3n2)cc1
5	CSc1cccc(NC(=O)CN2CCN(c3ccccc3F)CC2)c1
-1	CC(C)CC(=O)Nc1ccc(S(=O)(=O)N2CCN(C)CC2)cc1
4	CCCN1C(=O)/C(=C/c2ccc(Br)o2)SC1=Nc1ccc(OC)cc1
-6	N#CCSc1nnnn1-c1ccccc1
-12	CC(C)CC(=O)NC1(C(F)(F)F)C(=O)N=C2C1C(=O)NC(=O)N2c1ccccc1 (stereo not drawn)
2	O=C(C1CCOCC1)N1CCC2(CCCN(Cc3ccc(F)cc3)C2=O)C1 (stereo not drawn)
-5	Cc1ccc(C)c(NC(=O)c2cc(=O)c3cc(C)cc(C)c3o2)c1
-4	O=C(CSc1nc2c([nH]c3ccccc32)c(=O)n1-c1ccccc1)N1CCOCC1
-1	Cc1ccc(-c2nc3ccccc3s2)cc1NC(=O)c1ccccc1[N+](=O)[O-]
-7	Cc1ccccc1N1C(=O)CC(c2cn(C)c3ccccc23)C1=O (stereo not drawn)
18	O=C(Nc1nc2sc3c(c2c(=O)s1)CCCC3)c1ccccc1
-9	Cc1ccc(OCc2nc3ccccc3n2CCOc2ccc(Cl)cc2)cc1
103*	O=C(/C=C/c1ccco1)NCC12CC3CC(C1)CC(CNC(=O)/C=C/c1ccco1)(C3)C2
1	c1ccc(-c2csc3ncnc(NCCc4cccs4)c23)cc1
12	O=C(c1ccc(N2CCOCC2)cc1)N1CCN(Cc2ccc3c(c2)OCO3)CC1
2	CC(Oc1ccc(Cl)cc1Cl)C(=O)Nc1ccc2nc(SCc3ccccc3)sc2c1 (stereo not drawn)
-12	C=CCOc1cc(N(CC)CC)ccc1/C=C1\C(=O)NN(c2ccc(Cl)c(Cl)c2)C1=O
5	CCn1nc(C)cc1C(=O)N1CCC(C(Cc2ccccc2F)N(C)C(=O)c2ccsc2)CC1 (stereo not drawn)
-2	CCOc1cc(Cl)c(S(=O)(=O)n2ccnc2)cc1Cl

Additional records.
RBX1-CUL1 inh	SMILES
-5	Cc1ccc2c(c1)c1c(c(=O)n(-c3ccccc3C)c(=O)n1CC(=O)N1CCCC1)n2C
1	O=C(Cc1ccc(Cl)cc1)Nc1cc(C(=O)O)cc(C(=O)O)c1
-3	Cc1cc(C)c(S(=O)(=O)N2CCC(C)CC2)cc1C
-4	COc1ccc(S(=O)(=O)N2CCCCC2)cc1C(=O)Nc1ccc(C)cc1
5	O=C(Nc1ccc(F)cc1F)c1noc2c1CCc1ccccc1-2
6	CCOC(=O)N1CCc2c(sc(NCc3ccc(N(CC)CC)cc3)c2C(=O)Nc2cc(OC)ccc2OC)C1
8	C=CCN(CC=C)S(=O)(=O)c1ccc(NC(=O)c2ccc(OC)cc2)cc1
9	Cc1nc(N2CCC(C(=O)NCc3ccccc3Cl)CC2)nc2cc(S(C)(=O)=O)ccc12
-4	COc1ccc(/C=C(\C#N)c2nc3ncccc3[nH]2)cc1OC
-2	O=C1N(CCCc2ccccc2)CCCC1(O)CN1CCCOCC1 (stereo not drawn)
-7	CCC1CN(C(=O)Nc2ccccc2C(F)(F)F)c2ccccc2O1 (stereo not drawn)
5	Cc1ccccc1OC(C)C(=O)N1CCN(c2ncccn2)CC1 (stereo not drawn)
1	Cc1nc(N(C)C2CCCCC2)ncc1C(C)NCc1cnc(N(C)C)s1 (stereo not drawn)
-2	CCOc1ccc(CCNC(NC(=O)c2ccc(Cl)cc2)(C(F)(F)F)C(F)(F)F)cc1OCC
-4	CCc1cc(C(=O)Nc2cnn(Cc3ccc(F)cc3)c2)no1
-8	COc1ccccc1CNC(=O)c1cnn(-c2ccc(F)cc2F)c1C1CCN(C(=O)OC(C)(C)C)CC1
1	COc1ccccc1-c1cc(C(=O)N2CCCC(N3CCOCC3)C2)[nH]n1 (stereo not drawn)
4	CCCc1cc(=O)[nH]c(/N=C(\N)Nc2ccc(Cl)cc2)n1
0	Cc1ccc(S(=O)(=O)n2cc(Cc3ccsc3)c3ccccc32)cc1
-10	COc1ccccc1C(=O)N1c2ncnn2C2(CCCCC2)[C@@H]2CCCC[C@@H]21
1	O=C(CS(=O)(=O)c1ccc(Cl)c(Cl)c1)c1ccccc1
-6	O=C(NC(=S)Nc1cc(C(F)(F)F)cc(C(F)(F)F)c1)c1cccc2ccccc12
5	O=[N+]([O-])C1C(O)c2ccccc2OC1c1ccccc1 (stereo not drawn)
-4	CCOC(=O)C1=C(C)N=c2s/c(=C/c3ccccn3)c(=O)n2C1c1ccc(OC(C)C)cc1 (stereo not drawn)
1	COc1ccc(C(CC(=O)NCC(N)=O)c2ccccc2)cc1 (stereo not drawn)
4	O=C(Nc1ccc2nc(SCC(=O)N3CCOCC3)sc2c1)c1cccc(F)c1
1	Cc1ccc(-c2cc(=O)[nH]c(N3CCN(Cc4ccc5c(c4)OCO5)CC3)n2)cc1
-5	CC(=O)Nc1cnn(-c2ccc(C(=O)N3CCC(c4nc5ccccc5o4)CC3)cc2)c1
8	CC1C(=NC(=O)Nc2ccc(F)c(Cl)c2)C(=O)N(c2ccccc2)N1C (stereo not drawn)
11	OCCc1cn(CC2CCN(Cc3cc4ccccc4s3)CC2)nn1
4	Cc1ccc(/C=C2\N=C(SCc3ccccc3)SC2=O)cc1
0	CCOc1ccccc1CN1CCNC(=O)C1CC(=O)N1CCCO1 (stereo not drawn)
-2	O=C(Cn1c(=O)n(-c2ccc(Cl)cc2)c(=O)c2c3c(sc21)CCCCC3)Nc1cccc(Cl)c1
2	Cc1ccccc1N1C(SCC(N)=O)=NC(=Nc2c(C)cccc2C)C12CCCCC2
-10	CCOc1ccc(CN2CCc3nc(Nc4ccc5c(c4)OCCO5)ncc3C2)cc1
-1	COC(=O)CCCC(=O)N1CCC(C2CCN(c3ncccn3)CC2)C1 (stereo not drawn)
0	O=C(Sc1ccc(F)cc1)c1sccc1Cl
-10	C=C(C)CN(CC)Cc1nc(-c2cc(F)ccc2F)oc1C
-13	CSc1ccc(CCNC(=O)c2ccc(CS(=O)Cc3ccc(Cl)cc3)o2)cc1 (stereo not drawn)
3	COc1ccc(N=C(C)C2C(=O)N(c3nc4ccccc4s3)N=C2C(F)(F)F)cc1 (stereo not drawn)

A stretch taken from the entries so far, as a working copy:
RBX1-CUL1 inh	SMILES
-6	O=C(NC(=S)Nc1cc(C(F)(F)F)cc(C(F)(F)F)c1)c1cccc2ccccc12
5	O=[N+]([O-])C1C(O)c2ccccc2OC1c1ccccc1 (stereo not drawn)
-4	CCOC(=O)C1=C(C)N=c2s/c(=C/c3ccccn3)c(=O)n2C1c1ccc(OC(C)C)cc1 (stereo not drawn)
1	COc1ccc(C(CC(=O)NCC(N)=O)c2ccccc2)cc1 (stereo not drawn)
4	O=C(Nc1ccc2nc(SCC(=O)N3CCOCC3)sc2c1)c1cccc(F)c1
1	Cc1ccc(-c2cc(=O)[nH]c(N3CCN(Cc4ccc5c(c4)OCO5)CC3)n2)cc1
-5	CC(=O)Nc1cnn(-c2ccc(C(=O)N3CCC(c4nc5ccccc5o4)CC3)cc2)c1
8	CC1C(=NC(=O)Nc2ccc(F)c(Cl)c2)C(=O)N(c2ccccc2)N1C (stereo not drawn)
11	OCCc1cn(CC2CCN(Cc3cc4ccccc4s3)CC2)nn1
4	Cc1ccc(/C=C2\N=C(SCc3ccccc3)SC2=O)cc1
0	CCOc1ccccc1CN1CCNC(=O)C1CC(=O)N1CCCO1 (stereo not drawn)
-2	O=C(Cn1c(=O)n(-c2ccc(Cl)cc2)c(=O)c2c3c(sc21)CCCCC3)Nc1cccc(Cl)c1
2	Cc1ccccc1N1C(SCC(N)=O)=NC(=Nc2c(C)cccc2C)C12CCCCC2
-10	CCOc1ccc(CN2CCc3nc(Nc4ccc5c(c4)OCCO5)ncc3C2)cc1
-1	COC(=O)CCCC(=O)N1CCC(C2CCN(c3ncccn3)CC2)C1 (stereo not drawn)
0	O=C(Sc1ccc(F)cc1)c1sccc1Cl
-10	C=C(C)CN(CC)Cc1nc(-c2cc(F)ccc2F)oc1C

Next section:
RBX1-CUL1 inh	SMILES
2	Cc1cc(C)cc(OCC(=O)c2ccc(Br)cc2)c1
-3	CCOC(=O)c1c(C)[nH]c(CCC(=O)Nc2ccc(C)c(F)c2)c1C
-10	Cc1ccccc1N1CCN(C(=O)Nc2ccccc2F)CC1
7	Cn1nnnc1SCCNC(=O)Nc1ccc(Cl)cc1
10	Fc1ccc(Sc2ccnc(Sc3ccc(F)cc3)n2)cc1
8	CCOc1cc(C2NC(=O)N=C(c3ccccc3)C2C(C)=O)ccc1OCC(=O)Nc1cccc(C(F)(F)F)c1 (stereo not drawn)
5	Cc1noc(C)c1CCCNC(=O)c1ccc(N2CCC(O)CC2)nc1
-8	CSCC(=O)OCCN1CCN(C2Cc3cc(Cl)ccc3Sc3ccccc32)CC1 (stereo not drawn)
-13	COc1ccc2c(c1OC)-c1ccccc1C2
-10	CCOc1ccc(CCNC(=O)c2nn(C)c3c2CSc2ccc(C)cc2-3)cc1OCC
-6	O=C(c1ccc2c(c1)N(Cc1ccccc1F)C(=O)c1ccccc1S2(=O)=O)N1CCCCC1
1	Cc1cccc(C)c1Nc1c(-c2ccsc2)nc2ccccn12
0	Cc1c(C)n(Cc2ccc(F)cc2)c2ccc(C(=O)N3CCN(c4ccc(Cl)cc4)CC3)cc12
0	CCC1=NN(C(=O)c2cccc(C)c2O)C(O)(c2cccnc2)C1 (stereo not drawn)
-2	Cc1ccccc1-c1ccccc1N
-3	Cc1cc(Cl)ccc1NC(=O)Cc1ccc(NC(=O)N2CCCCc3ccccc32)cc1
-5	CCc1ccc(NS(=O)(=O)c2ccc(-c3cc(C)no3)cc2)cc1
5	O=C(Cn1cc(SCc2c(F)cccc2Cl)c2ccccc21)N1CCCC1
1	CCCCN1C(C(=O)c2ccccc2)=C(OC(C)=O)c2ccccc2S1(=O)=O
-11	Cc1ccccc1Cn1cnc2c(oc3ccccc32)c1=O
1	COc1ccc(NS(=O)(=O)c2ccc3[nH]c4c(c3c2)CCCC4)c(OC)c1
9	Cc1ccc(N2CC(c3nc4ccccc4n3CCC3CCCCC3)CC2=O)cc1 (stereo not drawn)
-1	COc1cccc(-n2c(=O)c3c(C)c(C)sc3n(CC(=O)NCc3ccccc3)c2=O)c1
14	CCCCOc1ccc(C(=O)Nc2ccc3c(c2)N(C(C)=O)CCC3)cc1
-4	O=C(OCC1CCCN2CCCCC12)c1ccc(F)cc1 (stereo not drawn)
6	CC(C)CC(=O)N1CCN(c2ccc(NC(=O)c3cccnc3)cc2Cl)CC1
1	CN1CCN(c2cnn(CCN3CCCCCC3)c(=O)c2)CC1
4	CCOC(=O)C1(Cc2ccc(F)cc2F)CCCN(S(C)(=O)=O)C1 (stereo not drawn)
-5	Oc1cc(-c2cccc(Cl)c2)cc2c1OCCN(Cc1ccccc1)C2
-1	O=C(c1cc(COc2cccc(F)c2)[nH]n1)N1CCCCC1c1ccccn1 (stereo not drawn)
8	O=C(NCc1ccccc1)c1cccc2c1-c1ccccc1C2
5	CC(=O)N1CCC(N(C)C2CCCN(CCc3ccccc3)C2)CC1 (stereo not drawn)
-9	O=C(CSCc1ccc(Cl)cc1)N/N=C/c1c2ccccc2cc2ccccc12
1	O=c1ccc(=O)n(CN2CCOCC2)[nH]1
2	COc1cc(NC(=S)NCCCOC(C)C)c(OC)cc1Cl
-3	Cc1cc(Nc2cc(F)ccc2C)nc(-n2nc(C)cc2C)n1
11	COc1ccc2c(c1)cc(C(=O)N1CCc3[nH]nc(-c4c(C)noc4C)c3C1)n2C
